From PubChem BioAssay
LDHA inh – blocks human lactate dehydrogenase A | P00338 | purified LDHA, NADH/diaphorase-resazurin fluorescence; hits give low values | activity change, % (values are at about 110 or 230 µM) | 480,000 tested, 0.15% active | AID 1347041; in the data active = activity change below about -30%; inconclusive = mostly about -25% to -30%;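 also: plate controls were DMSO wells for no effect and wells without enzyme for full effect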
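Human LDH5 (2 nM) was incubated with 0.06 mM NADH and 0.2 mM pyruvate for 5 min at room temperature in Tris pH 7.4. Remaining NADH was coupled through diaphorase/resazurin, and resorufin fluorescence was read at 0 and 20 min.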
D1 antag – antagonists of human D1 dopamine receptor; 360,000 tested, 3.2% active; HEK293 TREx D1 cells, calcium flux, dopamine EC80; hits give low values; activity change, negative = inhibition, % at 10 µM; AID 504652; in the data active = activity change below about -30%; also: % is scaled to controls: 0 for no effect and ±100 for the full control effect
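After overnight tetracycline induction at 30 C, force-coupled D1 HEK293 cells took up a no-wash calcium dye at room temperature. Compounds were added and monitored 180 s, and the response to EC80 dopamine was then recorded.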
Vif-A3F inh – blocks the Vif interaction with APOBEC3F. Potency, µM (series often up to 46.1 µM), for inactives: top-dose activity, negative = active. HeLa A3F-eYFP + Vif (tagged APOBEC3F with the HIV-1 protein that degrades it), YFP fluorescence increase. 390,000 tested, 0.2% active. AID 602313; also: potency is read from the fitted curve at half-maximal effect; % of control where 0% means no effect; nearly all actives have a fitted effect of over 65% in size
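HeLa cells stably expressing Vif plus C-terminally eYFP-tagged A3F were seeded, incubated overnight at 37 deg C, dosed with compound, incubated overnight again at 37 deg C. Yellow fluorescence (Ex 488/Em 500-530) reported blocked Vif-mediated A3F-eYFP degradation.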
D1 agonist – agonists of human D1 dopamine receptor | HEK293 T-REx D1 cells, calcium flux, agonist mode | activation, % at 2 µM | 360,000 tested, 1% active; in the data active = activation above about 30%; also: 0% is about no effect
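Inducible HEK293 T-REx D1 cells, force-coupled to calcium signalling, were plated at 4000 cells/well with tetracycline and held overnight at 30 C. After no-wash calcium dye loading, compound-evoked calcium rise over 180 s flagged agonists.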
D1 PAM – human D1 dopamine receptor positive modulation | 360,000 tested, 0.036% active | P21728 | potentiation, % at 10 µM | HEK293 TREx D1 cells, calcium flux, dopamine EC20 potentiation; in the data active = potentiation above about 30%; also: 0% is about no effect
GRP78 ERSR act – ER stress response induction in glioma; U87-MG GRP78 promoter luciferase reporter, 16 h; Potency, µM, without a hit: top-dose activation, most hits filed as activators; 420,000 tested, 0.02% active; AID 602332; also: potency is read from the fitted curve at half-maximal effect; series mostly up to about 76 µM; % of control where 0% means no effect; nearly all actives have a fitted effect of over 35% in size
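ERSR induction read as luciferase luminescence (Bright-Glo, 10 min at room temperature) in stably transfected human U87-MG glioma cells exposed to compounds for 16 h, using GRP78 as sensor.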
D2 PAM – positively modulates the human D2 dopamine receptor allosterically; HEK293 T-REx D2, calcium flux, EC20 dopamine potentiation; 340,000 tested, 0.34% active; potentiation, % at 10 µM; AID 485347;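 active = potentiation over 3 SD above the plate norm, cut at about 30% in these data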; also: 0% is about no effect
Target sequence (P14416 whole entry, looked up): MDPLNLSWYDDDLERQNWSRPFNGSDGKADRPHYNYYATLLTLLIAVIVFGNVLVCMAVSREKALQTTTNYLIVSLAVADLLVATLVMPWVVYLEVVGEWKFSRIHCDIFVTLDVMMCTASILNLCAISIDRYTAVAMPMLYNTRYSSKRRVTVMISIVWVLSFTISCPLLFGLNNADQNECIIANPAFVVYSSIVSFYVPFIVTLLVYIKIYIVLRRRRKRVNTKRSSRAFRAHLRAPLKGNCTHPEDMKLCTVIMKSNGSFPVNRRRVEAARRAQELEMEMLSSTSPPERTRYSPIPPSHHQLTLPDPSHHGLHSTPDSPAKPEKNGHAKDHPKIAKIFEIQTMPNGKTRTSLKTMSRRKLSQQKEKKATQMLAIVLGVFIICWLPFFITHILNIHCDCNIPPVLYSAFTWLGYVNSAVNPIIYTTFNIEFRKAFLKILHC
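Using a no-wash calcium dye in inducible, force-coupled HEK293 Trex cells expressing D2, we tracked fluorescence each second for 180 s after compound, then for 180 s after EC20 dopamine to detect augmented signalling.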
Vif-A3G inh – blocks the Vif interaction with human APOBEC3G; AID 602310; Q9HC16; HeLa A3G-eYFP + Vif (tagged APOBEC3G with the HIV-1 protein that degrades it), YFP fluorescence, overnight; 410,000 tested, 0.076% active; Potency, µM (series often up to 46.1 µM), for the others: at the top dose activity, negative = active, actives largely listed as inhibitors;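 also: potency is read from the fitted curve at half-maximal effect; % is scaled to controls: 0 for no effect and ±100 for the full control effect; nearly all actives have a fitted effect of over 60% in size; hits raise eYFP signal because A3G escapes Vif-driven loss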
Target sequence (Q9HC16 whole entry, looked up): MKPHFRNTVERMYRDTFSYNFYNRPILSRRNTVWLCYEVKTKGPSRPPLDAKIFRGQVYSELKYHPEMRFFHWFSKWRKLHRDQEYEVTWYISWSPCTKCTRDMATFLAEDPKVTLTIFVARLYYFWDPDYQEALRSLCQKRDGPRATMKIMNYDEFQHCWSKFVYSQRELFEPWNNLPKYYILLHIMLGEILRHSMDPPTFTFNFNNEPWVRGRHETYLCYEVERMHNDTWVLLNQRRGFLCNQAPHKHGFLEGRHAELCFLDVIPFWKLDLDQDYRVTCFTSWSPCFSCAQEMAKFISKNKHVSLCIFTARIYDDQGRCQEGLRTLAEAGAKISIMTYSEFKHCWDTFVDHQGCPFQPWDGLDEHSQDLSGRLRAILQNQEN
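HeLa cells stably expressing Vif and C-terminally eYFP-tagged A3G, seeded overnight at 37 deg C, then exposed to compound by pintool overnight at 37 deg C. Rise in yellow fluorescence (Ex 488/Em 500-530, Acumen) marks blocked Vif-driven A3G degradation.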
RXFP1 ag – agonists of human relaxin receptor RXFP1 | Q9HBX9 | HEK293T-RXFP1 cAMP TR-FRET, 30 min; response scale: percent of porcine relaxin response, buffer zero | Potency, µM (series often up to 57.5 µM), without a hit: at the top dose activation, most hits filed as activators | 370,000 tested, 0.3% active | AID 2676; also: potency is read from the fitted curve at half-maximal effect; % is scaled to controls: 0 for no effect and ±100 for the full control effect; nearly all actives have a fitted effect of over 60% in size; many of its hits are not listed in these tables
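cAMP rise read by TR-FRET after 30 min, 37C compound exposure (up to 58 uM) in RXFP1-transfected HEK293 cells with Ro 20174 present. EC50 from Hill-equation fits, with 29 nM porcine relaxin as 100% and buffer as basal.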
* hit, by the source's call; ? = inconclusive; nt = no result given; & = joins results of further samples. Unless noted, calls follow the shape of the dose curve; as a rule, active = well fitted curve in the direction sought with a large enough effect; inconclusive = small, poorly fitted or top-dose-only effect, or another doubt; inactive = no such curve, though single readings can be large; an effect the other way counts as inactive or inconclusive.

compound,LDHA inh,D1 antag,Vif-A3F inh,D1 agonist,D1 PAM,GRP78 ERSR act,D2 PAM,Vif-A3G inh,RXFP1 ag
COC(=O)[C@H](Cc1c[nH]c2ccccc12)NC(=O)CCCc1c[nH]c2ccccc12,-1,-3,-19%,6,6,1%,-3,1%,2.8%
O=C1C=C(c2ccc3c(c2)OCO3)C[C@@H](c2ccc(F)cc2)C1,0,11,-9%,1,5,-2%,12,1%,0.6%
CCC(=O)N/N=C(\C)CC(=O)Nc1ccccc1-c1ccccc1,-1,3,-13%,5,1,-2%,6,-1%,-2.1%
CCN1CCN(c2ccc(S(=O)(=O)N3CCCCC3)cc2NC(=O)Cc2ccccc2F)CC1,-5,-24,-12%,5,-4,-5%,14,0%,-0.8%
O=C(OCc1ccccc1)N1CCC2CC1c1cc(N3CCN(S(=O)(=O)c4cc(Cl)cc(Cl)c4)CC3)ccc12 (configuration not stated),?,nt,-1%,nt,nt,-3%,nt,0%,nt
COc1ccc(OC)c(CNC(=O)Cn2ncc3c([nH]c4ccc(C)cc43)c2=O)c1,-6,1,-5%,2,-4,1%,nt,2%,-0.3%
COc1ccccc1CNC(=O)COC(=O)c1c[nH]c2ccccc12,1,-41*,3%,45*,-19,2%,6,-9%,1.5%
COc1ccccc1N1C(=O)c2cccc3c(Cl)ccc(c23)C1=O,3,-4,?,4,-2,-6%,6,-9%,-2.8%
CCOc1ccc(-c2noc(-c3ccncc3)n2)cc1OCC,1,7,-5%,5,11,-1%,20,1%,-0.2%
CC(=O)N1CCCC1c1nc2ccccc2n1Cc1c(F)cccc1Cl (configuration not stated),-5,-1,-1%,-1,-1,-1%,-11,0%,4.9%
CN(C)C(=O)c1cc(C(=O)c2ccccc2)c[nH]1,1,9,1%,6,8,8%,-5,-1%,1.0%
Cc1ccc(S(=O)(=O)N(Cc2ccc(Cl)cc2)c2ccccc2C(=O)O)cc1,-6,-6,-7%,2,-2,-1%,-2,0%,5.8%
C=CCOC(=O)C1=C[C@H](c2coc3ccccc3c2=O)C[C@H](OCCCCO)O1,-3,nt,-6%,nt,nt,0%,nt,-7%,nt
Brc1ccc2ncnc(NCc3cccnc3)c2c1,-10,-15,9%,7,-12,1%,-10,-1%,?
CC(=O)CSc1nnc(NC(=O)CCc2ccccc2)s1,-2,-5,6%,0,-2,0%,-3,1%,-0.6%
CCc1ccc(N(CC(=O)NC2CCCCC2)C(=O)CCC(=O)Nc2ccccn2)cc1,-13,-8,9%,1,-4,1%,3,0%,-4.3%
O=C(CCN1C(=O)/C(=C\c2ccccc2F)SC1=S)Nc1ccc(C(=O)O)c(O)c1,nt,-21,nt,2,0,nt,4,nt,-0.2%
CC(C)(C)Sc1ccc([N+](=O)[O-])cc1C(=O)Nc1ccncc1,-8,19,3%,1,-2,-6%,2,-5%,3.3%
COc1ccccc1N1CCN(C(=O)C2CCN(S(=O)(=O)c3cccc4nonc34)CC2)CC1,-8,-2,-2%,0,2,1%,4,-1%,0.5%
COc1cccc(S(=O)(=O)Nc2ccc3c(c2)OCCO3)c1,-4,-8,11%,10,-4,1%,3,1%,0.4%
CCOCCOC(=O)c1cccc2c1-c1ccccc1C2=O,-4,0,-6%,1,0,2%,17,2%,-2.5%
O=C(c1ccccc1)N1CCCC(c2nc3c(nnn3Cc3ccccc3)c(=O)[nH]2)C1 (configuration not stated),-8,3,2%,2,-5,-1%,3,-7%,0.5%
C/C(=N\NC(=O)c1c([N+](=O)[O-])c(C)nn1C)c1ccc(NC(=O)C2CCCC2)cc1,-3,6,-7%,0,2,-3%,-5,-61%,-0.2%
COC(=O)CSc1ncc(S(=O)(=O)c2ccccc2)c(=O)[nH]1,-6,-8,14%,3,3,0%,4,1%,3.5%
Cn1c(=O)c2c(-c3ccccc3Cl)n(Cc3ccc(Cl)cc3)cc2n(C)c1=O,-5,-5,2%,-1,3,-3%,10,2%,-3.2%
COC(=O)c1cn(C)c2ccc(S(=O)(=O)N(C)C3CCCCC3)cc2c1=O,-2,nt,-2%,nt,nt,-5%,nt,-1%,nt
CCc1nnc(SCC(=O)Nc2cccc(C(F)(F)F)c2)c2cc3oc(C)cc3n12,1,-10,1%,1,2,-1%,1,0%,14%
CCOC(=O)CSC1=NC(=O)/C(=C\c2ccc(OC(C)=O)cc2)S1,-2,nt,?,nt,nt,4%,nt,1%,1.6%
CCOC(=O)c1ccc(NC(=S)N2CCSC2c2c(F)cc(F)cc2F)cc1 (configuration not stated),-7,7,-10%,3,1,2%,-2,-1%,-1.0%
CC(C)NC(=O)CN(Cc1ccc(F)cc1)C(=O)CCC(=O)Nc1ccccn1,-2,-3,13%,1,-4,-7%,nt,1%,4.2%
COc1ccc(OC)c(C(=O)COC(=O)c2ccc([N+](=O)[O-])o2)c1,-3,nt,2%,nt,nt,-4%,nt,-1%,nt
CCc1ccc(NC(=O)C2CCCN(S(=O)(=O)c3ccc4[nH]c(=O)ccc4c3)C2)cc1 (configuration not stated),-10&-7,2&6,4%&9%,6&3,0&-3,-1%&-2%,-4&5,0%&2%,26%&22%
Cc1nc(C)n(C(C)CC(=O)O)n1 (configuration not stated),0,8,-4%,0,-1,-1%,14,-1%,-0.6%
NS(=O)(=O)c1ccc(CNC(=O)/C=C/c2cccc(Cl)c2)cc1,-9,5,-23%,7,-7,-5%,0,-5%,-0.4%
COc1ccc(/C=N\NC(=O)CNC(=O)C(c2ccccc2)c2ccccc2)cc1[N+](=O)[O-],-3,-7,2%,8,0,-1%,nt,4%,-0.1%
O=[N+]([O-])c1ccc(C2CNC(c3ccccc3)O2)cc1 (configuration not stated),1,-6,3%,2,0,-3%,2,2%,0.9%
NC(=O)c1nn(-c2ccccc2)nc1NC(=O)Cn1nnc(-c2ccccc2)n1,-8,6,-14%,7,-5,-5%,-17,-1%,6.3%
O=C1CNC(=O)/C1=C\N1CCN(C(c2ccccc2)c2ccccc2)CC1,-2,0,-15%,2,3,-2%,1,-1%,0.4%
COC(=O)c1ccc(COC(=O)c2ccc(S(=O)(=O)N3CCC(C)CC3)cc2)o1,3,nt,4%,2,-2,-6%,-7,-1%,2.2%
COc1ccc(-n2c3c(cc(-c4nc(-c5ccc(C)cc5)cs4)c2=O)C(=O)CC(C)(C)C3)cc1,-1,7,-23%,1,1,-2%,2,-4%,5.3%
O=C1C2CCCN2C(c2ccc(F)cc2)N1c1nccs1 (configuration not stated),3,10,1%,3,-7,2%,3,2%,-3.1%
Cc1n[nH]c(C)c1Cc1c(F)cccc1Cl,-3,-21,0%,10,-5,2%,4,1%,0.6%
C/C(=N/NC(=O)CN1CCN(S(=O)(=O)c2ccc(Br)cc2)CC1)c1cccnc1,0,-5,-8%,2,-9,-4%,17,0%,1.6%
Cc1ccc(C)c(N2CCN(C(=O)c3ccc(CS(=O)(=O)c4ccc(Br)cc4)o3)CC2)c1,3,11,1%,6,1,-4%,2,-6%,3.7%
CC(=O)NC1(C(F)(F)F)C(=O)Nc2c1c(=O)[nH]c(=O)n2Cc1ccco1 (configuration not stated),-10,7,-2%,3,-5,-2%,-7,-1%,1.0%
O=[N+]([O-])c1cccc(S(=O)(=O)N2CCc3ccccc3C2)c1,-15,-5,-4%,-4,-9,-1%,nt,3%,0.3%
O=C(Nc1ccc2c(c1)CCCN2C(=O)c1cccs1)c1ccccc1Cl,-3,-18,4%,3,0,-1%,-3,-13%,0.4%
Nc1cc(C(=O)OCC(=O)Nc2ccc(N3CCOCC3)cc2)ccc1Cl,2,-25,9%,10,nt,-3%,-6,3%,0.5%
CN(CCOc1ccc(Cl)cc1)Cc1cccc(S(=O)(=O)N(C)C)c1,2,15,-6%,4,-4,-6%,-37,1%,-0.2%
CCOC(=O)C1=C(CN2CCN(CC)CC2)NC(=O)NC1c1ccc(Cl)cc1 (configuration not stated),2,4,-2%,3,-3,-2%,17,-1%,2.1%
Cn1nc(C(=O)NCc2cccc(Cl)c2)c2c1-c1ccccc1S(=O)(=O)C2,-3&-1,-22&1,4%&-4%,1&0,-2&1,-3%&-2%,-11&3,-4%&-2%,0.2%&0.3%
COc1ccc(-c2[nH]c(-c3ccc(F)cc3)nc2SCC(=O)Nc2ccc(OC)c(OC)c2)cc1,5,7,2%,0,0,-2%,-16,-1%,4.6%
O=C(/C=C/c1ccc(Cl)cc1)OCC(=O)c1ccc[nH]1,-6,-29,0%,4,-9,0%,-14,3%,1.4%
CCOc1cc(C2NN=C(c3ccc(C)cc3)S2)ccc1O (configuration not stated),12,-5,-1%,1,-8,3%,1,-16%,3.1%

Not all compounds are listed (hit frequency here may not be typical).
